# DRD3 agonist: activates the human D3 dopamine receptor. P35462. D3R DiscoveRx beta-arrestin cells, luminescence, 90 min. max activation, %. 410,000 compounds, 0.58% hits. AID 652048; in the data active = max activation above about 30%; note: 0% is about no effect; mostly tested at two doses, the higher about 12 µM
#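 Agonist-mode cell screen: cells plated at 1500/well and incubated overnight at 37 °C, then exposed to library compounds for 90 min at 37 °C. Detection reagent was added for 30–60 min at room temperature, and luminescence was read.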
# EPAC2 ag: EPAC2 (human) agonism; AID 720711; EPAC2 activation, biochemical qHTS; response scale: 100% = 6.5 mM cAMP response; Potency, µM (doses to about 154 µM), inactives show at the top dose activation, hits mostly activators; 360,000 compounds, 0.079% hits; note: potency is the fitted concentration of half-maximal effect; nearly all actives have a fitted effect of over 50% in size
# Target sequence (Q8WZA2 whole entry, looked up): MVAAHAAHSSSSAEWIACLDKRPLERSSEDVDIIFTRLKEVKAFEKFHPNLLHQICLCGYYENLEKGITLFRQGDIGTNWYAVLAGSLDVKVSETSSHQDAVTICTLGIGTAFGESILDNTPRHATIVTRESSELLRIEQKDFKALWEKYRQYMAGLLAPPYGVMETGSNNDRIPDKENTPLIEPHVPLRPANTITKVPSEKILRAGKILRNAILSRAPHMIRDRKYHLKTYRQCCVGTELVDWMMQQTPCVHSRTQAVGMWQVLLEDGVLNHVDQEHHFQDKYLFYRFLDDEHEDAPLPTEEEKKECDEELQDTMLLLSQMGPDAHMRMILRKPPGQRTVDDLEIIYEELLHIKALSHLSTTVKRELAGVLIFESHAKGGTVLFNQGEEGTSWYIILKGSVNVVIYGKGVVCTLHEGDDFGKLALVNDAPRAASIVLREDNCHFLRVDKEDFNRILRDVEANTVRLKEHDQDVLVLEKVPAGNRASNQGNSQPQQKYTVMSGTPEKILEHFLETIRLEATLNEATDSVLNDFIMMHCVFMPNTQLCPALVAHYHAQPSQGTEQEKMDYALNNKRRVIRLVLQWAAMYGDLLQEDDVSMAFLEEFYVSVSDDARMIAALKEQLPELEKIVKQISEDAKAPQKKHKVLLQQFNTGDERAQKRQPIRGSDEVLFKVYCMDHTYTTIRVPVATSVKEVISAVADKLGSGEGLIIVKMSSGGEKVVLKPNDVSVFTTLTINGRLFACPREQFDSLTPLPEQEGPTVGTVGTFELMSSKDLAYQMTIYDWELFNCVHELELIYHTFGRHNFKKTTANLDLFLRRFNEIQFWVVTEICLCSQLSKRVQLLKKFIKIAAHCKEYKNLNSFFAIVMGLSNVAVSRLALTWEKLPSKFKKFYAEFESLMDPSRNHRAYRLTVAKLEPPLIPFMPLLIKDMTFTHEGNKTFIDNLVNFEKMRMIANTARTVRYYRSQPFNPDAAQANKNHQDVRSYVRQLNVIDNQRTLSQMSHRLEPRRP
#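 Exchange assay: 100 nM EPAC2 with 250 nM Rap1B-BODIPY-GDP and 50 uM GDP. Fluorescence (ex 480/em 540 nm) read every 5 min for 30 min at room temperature. Data normalized to 6.5 mM cAMP as agonist control.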
# FUS suppressor: rescues growth of FUS-expressing yeast | AID 1347120 | 390,000 compounds, 0.24% hits | S. cerevisiae FUS-expressing, growth rescue, OD600, 24 h | Potency, µM (doses to about 76.6 µM), inactives show at the highest dose growth rescue (activation), hits mostly activators;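 note: potency is the fitted concentration of half-maximal effect; plate controls were DMSO vehicle for no effect and reference control for full effect; nearly all actives have a fitted effect of over 55% in size; some results filed as inactive show a strong effect at the top dose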
#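 Compound concentration series was pinned onto galactose-induced FUS-expressing yeast seeded at OD 0.005. Plates sat 24hr at 30C; absorbance at 600 nm gave growth. DMSO served as background control.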
# DRD3 antagonist: blocks the human D3 dopamine receptor; D3R cells, DiscoveRx beta-arrestin luminescence, antagonist mode; stronger effect = lower value; P35462; 360,000 compounds, 2.5% hits; max response, negative = inhibition, %; in the data active = max response below about -50%; inconclusive = no clear call, values can overlap the other calls; note: % is set by controls: 0 for no effect and ±100 for the full control effect; mostly tested at two doses, the higher about 12 µM
#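 Cells expressing the human receptor were seeded at 1500 cells/well, incubated overnight at 37 degrees C in 5% CO2, then exposed to library compounds with dopamine controls for 90 minutes at 37 degrees C before luminescent detection.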
# TDP-43 yeast inh: TDP-43 toxicity inhibition in yeast. TDP-43 expressing yeast growth rescue, BacTiter-Glo, 24 h. Potency, µM (series often up to 46.1 µM), without a hit: at the highest dose growth rescue (activation), most hits filed as activators. 410,000 compounds, 1.8% hits; note: potency is the fitted concentration of half-maximal effect; % of control where 0% means no effect; nearly all actives have a fitted effect of over 50% in size
#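 Galactose-induced TDP-43 yeast, OD600=0.02, compound pinned; 24 hr, 30 deg C; BacTiter-Glo luminescence for growth. Inhibitors of TDP-43 toxicity read as activators.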
# Abeta yeast res: A-beta toxicity reversal in yeast. yeast expressing A-beta42, growth rescue, OD600, 48 h; response scale: 0% DMSO, 100% iron-clioquinol control. Potency, µM (titrated, usually from 46.1 µM), without a hit: at the top dose growth rescue, most hits filed as activators. 410,000 compounds, 0.063% hits; note: potency is the fitted concentration of half-maximal effect; nearly all actives have a fitted effect of over 55% in size
#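 Growth rescue measured by 600 nm absorbance after 48 h yeast culture at 30 C with compound. Values normalized between DMSO and an equimolar ferric chloride plus clioquinol control.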
# aSyn rescue: inhibitors of alpha-synuclein toxicity in yeast. Potency, µM (top dose mostly 46.1 µM), inactives show at the top dose growth rescue (activation), hits mostly activators. Yeast expressing alpha-synuclein, growth rescue, BacTiter-Glo, 24 h. AID 652106. 370,000 compounds, 0.14% hits; note: potency is the fitted concentration of half-maximal effect; % of control where 0% means no effect; nearly all actives have a fitted effect of over 65% in size
#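 Readout is rescue of growth in alpha-synuclein-expressing yeast, so inhibitors of toxicity appear as activators. Growth after 24 hr at 30 deg C in galactose medium is quantified by luminescence.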
# EPAC2 antagonist: EPAC2 (human) antagonism | Q8WZA2 | EPAC2 GEF exchange of Rap1B-BODIPY-GDP, fluorescence | Potency, µM (doses to about 114 µM), for inactives: at the top dose activity, negative = inhibition, most hits filed as inhibitors | 360,000 compounds, 0.18% hits | AID 720708; note: potency is the fitted concentration of half-maximal effect; % is set by controls: 0 for no effect and ±100 for the full control effect; nearly all actives have a fitted effect of over 45% in size; many of its hits are not listed in these tables
# Numbers without * were called inactive; ? = inconclusive; · = not tested or not shown; [ ] = dose if it differs, or a comment. Unless noted, calls come from the whole dose curve; as a rule, active = well fitted curve in the direction sought with a large enough effect; inconclusive = small, poorly fitted or top-dose-only effect, or another doubt; inactive = no such curve, though single readings can be large; an effect the other way counts as inactive or inconclusive. Some of the compounds tested; the hit share may differ from the screen's.
# The opening 3 entries (preview)
SMILES,DRD3 agonist,EPAC2 ag,FUS suppressor,DRD3 antagonist,TDP-43 yeast inh,Abeta yeast res,aSyn rescue,EPAC2 antagonist
CC1(C(=O)Nc2cccc(C(F)(F)F)c2)Cc2ccccc2C(=O)O1 (stereo unspecified),0,·,-17%,·,35µM*,-5%,·,·
Cc1ccc(CNC(=O)c2ccc(N3CCC4(CC3)CC(c3ccccc3)=NO4)c(NC(=O)c3ccccc3)c2)cc1,-11,8%,17%,-19,0%,-13%,-1%,-5%
COc1cc(C(C(=O)NC2CCCCC2)N(Cc2ccco2)C(=O)c2cnccn2)cc(OC)c1OC (stereo unspecified),-5,-6%,3%,-7,-23%,-6%,-1%,4%

# All compounds of this part, repeating the preview:
SMILES,DRD3 agonist,EPAC2 ag,FUS suppressor,DRD3 antagonist,TDP-43 yeast inh,Abeta yeast res,aSyn rescue,EPAC2 antagonist
CC1(C(=O)Nc2cccc(C(F)(F)F)c2)Cc2ccccc2C(=O)O1 (stereo unspecified),0,·,-17%,·,35µM*,-5%,·,·
Cc1ccc(CNC(=O)c2ccc(N3CCC4(CC3)CC(c3ccccc3)=NO4)c(NC(=O)c3ccccc3)c2)cc1,-11,8%,17%,-19,0%,-13%,-1%,-5%
COc1cc(C(C(=O)NC2CCCCC2)N(Cc2ccco2)C(=O)c2cnccn2)cc(OC)c1OC (stereo unspecified),-5,-6%,3%,-7,-23%,-6%,-1%,4%
COc1ccc(/C=C/c2nc3ccccc3c(=O)n2-c2cccc(C(=O)O)c2)cc1,3,9%,42%,-3,-22%,0%,-2%,1%
O=S(=O)(Nc1nc2ccccc2nc1NCC1CCCO1)c1ccc(F)cc1 (stereo unspecified),-8,3%,19%,-1,4%,-14%,4%,2%
COc1ccc(NS(=O)(=O)c2ccc(N3CCCCC3)c(NC(=O)C(C)NC(N)=O)c2)cc1 (stereo unspecified),0,-1%,·,-4,-3%,2%,0%,5%
O=S(=O)(NCc1cccc(C(F)(F)F)c1)NCc1ccccc1F,3,-10%,-5%,-7,-7%[0.397 µM],21%,17%,2%
CCOC(=O)/C=C/C(=O)Nc1ccc(S(=O)(=O)Nc2cc(OC)nc(OC)n2)cc1,-3,17%,-5%,21,14%,0%,-1%,3%
CCC1Sc2ccc(S(=O)(=O)CCC(=O)Nc3c(Cl)cc(OC)cc3OC)cc2NC1=O (stereo unspecified),8,2%,28%,16,1%,0%,4%,-13%
CCN(CC(=O)Nc1ccccc1C(F)(F)F)C(=O)CCOc1ccc(C)cc1,-7,4%,38%,-10,-9%,?,9%,-7%
CC1C2CC(C/C2=N/NC(=O)c2cccs2)C1(C)C (stereo unspecified),1,6%,6%,1,28%,-10%,-7%,0%
C=Cc1ccc(Cn2nc(-c3ccc(C)c(S(=O)(=O)N(CC)CC)c3)ccc2=O)cc1,3,·,?,·,18%,14%,·,·
Cc1sc2nc(CN(Cc3ccccc3)C(=O)NC3CCCCC3)[nH]c(=O)c2c1C,-14,10%,5%,-25,-14%,-10%,2%,3%
COC(=O)CCCC1=CC2=C(c3ccccc3)C(=O)C(C)(OC(=O)C3CCCC3)C(=O)C2=CN1CCc1ccccn1 (stereo unspecified),1,12%,8%,-9,10%,0%,-8%,7%
CCCCOc1cccc(C(=O)Nc2ccc(NC(=O)c3ccco3)cc2)c1,-6,-3%,19%,7,25%,-10%,-7%,-7%
Cc1ccccc1NC(=O)CCn1nc(-c2ccccc2)c2ccccc2c1=O,4,·,27%,·,0%[9.22 µM],16%,·,·
Cc1ccc(NC(=S)NCCc2ccccc2)nc1,7,2%,-6%,-8,-3%[1.82 µM],?,1%,-23%
Cc1ccc(C(=O)NC2CC(C)(C)NC(C)(C)C2)cc1,-20,6%,-13%,-16,-11%,0%,-9%,3%
CCc1ccc(C2=NN(CCC(=O)NCCc3ccccc3)C(=O)CC2)cc1,-9,·,38%,·,20%,13%,·,·
Cc1cccc(C(=O)n2nc(-c3ccco3)nc2NCc2ccccc2)c1,10,·,6%,·,14%,6%,·,·
COC(=O)c1cccc(NC(=O)CSc2nnc(C)n2Cc2ccccc2)c1,3,-1%,12%,23,21%,26%,2%,-3%
NS(=O)(=O)c1cccc(NC(=O)c2cccc(Oc3ccccc3)c2)c1,-11,?,22%,-18,-19%,-20%,-7%,-16%
O=C(c1ccccc1F)N1CCCC(N2CCN(Cc3ccc4c(c3)OCO4)CC2)C1 (stereo unspecified),1,12%,1%,?,19%,6%,5%,9%
CC1(C)Cc2ccccc2C(NNC(=O)c2ccc(Br)o2)=N1,0,5%,22%,9,-20%,-3%,1%,15%
O=C(NCc1ccc(Br)cc1)OC1CC2CC1[C@H]1CCCCN1C2=O (stereo partly specified),-3,1%,-5%,2,4%,-4%,12%,9%
COC(CNC(=O)c1ccc2c3c(onc13)-c1ccccc1C2=O)OC,1,50µM*,41%,1,-11%[1.82 µM],-52%[inhibitor],-59%[inhibitor],?
COc1ccccc1NC(=O)C/C(C)=N/NC(=O)COc1c(Br)cc(Br)cc1OC,-5,21%,21%,-10,8%,-16%,-4%,-19%
CC(C)Nc1ncnc2ccc(Br)cc12,8,-1%,-8%,21,-3%,11%,1%,6%
O=C(Oc1cccc2cccnc12)c1cccc([N+](=O)[O-])c1,-21,3%,7%,?,-94%[inhibitor],-10%,-78%[inhibitor],-13%
O=C(NCc1ccccc1Cl)C1CCCO1 (stereo unspecified),-3,4%,-38%,4,13%,4%,3%,-11%
Cc1ccc2c(C)nc(Nc3nc(CSc4nnnn4-c4ccccc4)cc(=O)[nH]3)nc2c1,3,2%,0%,19,-8%,14%,1%,4%
Clc1cccc(CN2CCSCC2)c1Cl,-4,10%,-1%,-15,2%,-13%,-2%,6%
O=S(=O)(c1cccc(Cl)c1)N1CN(CC2CCCO2)c2nc3ccccc3nc21 (stereo unspecified),-2,11%,37%,-1,-11%,-4%,0%,-15%
COc1ccc(N(CC(=O)N2CCN(c3ccc(Cl)cc3)CC2)S(=O)(=O)c2c(C)n[nH]c2C)cc1,-22,8%,16%,-1,-7%[0.397 µM],4%,0%,5%
O=C(CCNC(=O)C1CCN(S(=O)(=O)c2ccccc2)CC1)Nc1cccc(C(F)(F)F)c1,-8,0%,?,-17,-13%,-7%,-4%,-17%
CCOC(=O)c1cccc(NC(=O)COc2ccc3c(C)cc(=O)oc3c2)c1,3,·,-11%,·,8%,-1%,·,·
CCCCNc1ccc2c(c1)C1CC2CCN1C(=O)OCc1ccccc1 (stereo unspecified),-49,10%,6%,?,-31%[inhibitor],-33%[inhibitor],-9%,-1%
CCC(CC)c1nn2c(=O)cc(COc3ccc(NC(=O)c4ccc(C)cc4)cc3)nc2s1,-1,·,-28%,·,19%,0%,·,·
Cc1ccc(-c2csc3nc4cc(C(N)=O)ccc4c(=O)n23)cc1,1,13%,29%,-61*,-29%,-5%,0%,46%[activator]
COCCCNc1nc(NCc2cccc(Cl)c2)c2cnn(C)c2n1,7,·,0%,·,?,3%,·,·
COc1ccc(C(=O)N/C(=C\c2cn(S(=O)(=O)N(C)C)c3ccccc23)C(=O)N2CCN(C)CC2)cc1,-18,-7%,7%,?,13%,6%,29%,1%
CCOc1ccc(NC(=O)CN2CC(c3ccccc3)CC2=O)cc1 (stereo unspecified),1,5%,2%,-4,?,2%,11%,2%
CNCCCNC(=O)c1ccc(/C=N/O)nc1,-3,2%,2%,1,-26%,-15%,-2%,-1%
CN(Cc1nc2ccccc2[nH]1)C(=O)C1CCC(=O)N(CCc2cccc(F)c2)C1 (stereo unspecified),1,1%,·,6,-7%,12%,-1%,5%
C#CCOCCOCCOCCNc1nc(N2CCN(C(=O)[C@H]([C@@H](C)CC)n3cc([C@@H](N)Cc4ccc(O)cc4)nn3)CC2)nc(N2CCN(C(=O)[C@H](CCCCN)n3cc([C@@H](N)C(C)CC)nn3)CC2)n1 (stereo partly specified),-1,6%,4%,1,9%,12%,0%,1%
CC(C)(C)OC(=O)N(CCc1ccccc1)Cc1cccc(OCc2cccc(NC(=O)/C=C/c3ccccc3)c2)c1,5,4%,23%,58,8%,0%,2%,7%
Cc1ccc(CN2CCN(C3CCN(S(=O)(=O)N(C)C)CC3)C(=O)C2=O)cc1,5,·,2%,·,23%,-5%,·,·
CN1/C(=N\O)c2cccc3cccc1c23,0,?,-15%,-17,6%,-5%,1%,-5%[57.1 µM]
COc1ccc(-n2nc3c(c2NC(=O)C(C)Oc2ccccc2)CS(=O)(=O)C3)cc1 (stereo unspecified),-1,3%,7%,2,1%,14%,-3%,-3%
COc1ccccc1Nc1ncc2c(n1)CCN(CC(C)C)C2,-24,·,-3%,·,20%,-7%,·,·
# Remaining list, next part.
SMILES,DRD3 agonist,EPAC2 ag,FUS suppressor,DRD3 antagonist,TDP-43 yeast inh,Abeta yeast res,aSyn rescue,EPAC2 antagonist
COc1cc(Br)c(CC2c3cc(OC)c(OC)cc3CCN2C)cc1OC (stereo unspecified),-11,1%,·,2,15%,-2%,-4%,-2%
COc1ccc(S(=O)(=O)N2CCCCC2)cc1NC(=O)CCNC(=O)c1ccc(Br)cc1,-14,-11%,-14%,-4,12%,15%,5%,4%
CS(=O)(=O)N1CCN(C(=O)c2cc(-c3ccccc3)nc3ccccc23)CC1,8,-12%,29%,20,-13%,0%,10%,8%
Cc1ccccc1NC(=O)c1cccc(NC(=O)c2ccccc2C(=O)O)c1,2,3%,-9%,0,25%,19%,6%,4%
Cc1ccc(S(=O)(=O)N2CCCC2CNC(=O)C(=O)NC2CC2)cc1 (stereo unspecified),-4,-1%,-4%,-1,-20%,2%,-1%,4%
O=C(NCC1CCCO1)C(c1cccs1)N(Cc1cccs1)C(=O)c1ccc(-c2ccccc2)[nH]1 (stereo unspecified),0,5%,35µM*,16,9%,7%,-4%,11%
O=C(Nc1ccccc1O)c1cc2cc(Br)ccc2oc1=O,-1,4%,-29%,-25,3%,-1%,0%,1%
Cc1ccc(N(CC(=O)NC2CCCCC2C)S(=O)(=O)c2c(C)nn(C)c2C)cc1 (stereo unspecified),5,-6%,0%,2,-7%,3%,4%,0%

# Full records from above. Order of values: DRD3 agonist | EPAC2 ag | FUS suppressor | DRD3 antagonist | TDP-43 yeast inh | Abeta yeast res | aSyn rescue | EPAC2 antagonist
# Entry for COc1ccc(S(=O)(=O)N2CCCCC2)cc1NC(=O)CCNC(=O)c1ccc(Br)cc1 = -14 | -11% | -14% | -4 | 12% | 15% | 5% | 4%
# Entry for Cc1ccccc1NC(=O)c1cccc(NC(=O)c2ccccc2C(=O)O)c1 = 2 | 3% | -9% | 0 | 25% | 19% | 6% | 4%
